# Bim-Bcl-B: human Bim-Bcl-B interaction inhibition. bead-based flow cytometry, Bim peptide-Bcl-B binding. inhibition, % at 10 µM. 190,000 compounds, 0.073% hits;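 note: 0% = tracer peptide without compound and 100% = reference inhibitor peptide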
# RGS4-Gao reg: modulates binding of RGS4 to human Galphao. Multiplexed bead flow cytometry; actives lie on both sides. 220,000 compounds, 0.33% hits. binding response (% of control), % at 10 µM. AID 1415; in the data active = binding response below about 49% or above about 150%; inactive = in between;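 note: fluorescent Galphao activated with aluminum fluoride binding bead-coupled RGS4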
# Bim-Mcl-1: inhibitors of Bim-Mcl-1 interaction, human. Q07820. Bead-based flow cytometry, Bim peptide-Mcl-1 binding. inhibition, % at 10 µM. 190,000 compounds, 0.1% hits. AID 1009;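 note: 0% = no compound tracer wells and 100% = peptide blocker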
# Bim-Bcl-XL: inhibitors of Bim-Bcl-XL interaction, human; Q07817; Bim peptide-Bcl-XL binding, bead flow cytometry, fluorescence; inhibition, % at 10 µM; 190,000 compounds, 0.04% hits; AID 1007
# Bim-Bfl-1: inhibitors of Bim-Bfl-1 interaction, human; Q16548; inhibition, % at 10 µM; Bead-based flow cytometry, Bim-Bfl-1 binding inhibition; 190,000 compounds, 0.12% hits; AID 1008;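 note: 0% = wells without compound plus tracer and 100% = blocker peptide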
# Bcl-2 Bim block: inhibitors of Bim-Bcl-2 interaction, human; inhibition, % at 10 µM; Bead-based flow cytometry, Bim peptide-Bcl-2 binding; 190,000 compounds, 0.06% hits; AID 950; P10415; in the data active = inhibition above about 40%; inconclusive = no clear call, values can overlap the other calls;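 note: 0% = no compound wells with probe peptide and 100% = reference peptide inhibitor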
# Target sequence (P10415 whole entry, looked up): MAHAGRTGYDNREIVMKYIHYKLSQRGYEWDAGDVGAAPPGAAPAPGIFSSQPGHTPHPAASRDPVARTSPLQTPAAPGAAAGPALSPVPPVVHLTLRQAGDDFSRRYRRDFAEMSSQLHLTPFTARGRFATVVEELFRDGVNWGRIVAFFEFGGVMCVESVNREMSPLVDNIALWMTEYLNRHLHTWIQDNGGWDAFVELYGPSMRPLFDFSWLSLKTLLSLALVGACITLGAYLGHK
# ABCG2 block: human ABCG2 inhibition, ABCB1 as counter-screen; Q9UNQ0; IgMXP3 cells, JC-1 efflux, flow cytometry; inhibition, % at 6.6 µM; 190,000 compounds, 0.1% hits;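 active = inhibition above 80%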;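 note: 0% = DMSO and 100% = nicardipine control wells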
# Target sequence (Q9UNQ0 whole entry, looked up): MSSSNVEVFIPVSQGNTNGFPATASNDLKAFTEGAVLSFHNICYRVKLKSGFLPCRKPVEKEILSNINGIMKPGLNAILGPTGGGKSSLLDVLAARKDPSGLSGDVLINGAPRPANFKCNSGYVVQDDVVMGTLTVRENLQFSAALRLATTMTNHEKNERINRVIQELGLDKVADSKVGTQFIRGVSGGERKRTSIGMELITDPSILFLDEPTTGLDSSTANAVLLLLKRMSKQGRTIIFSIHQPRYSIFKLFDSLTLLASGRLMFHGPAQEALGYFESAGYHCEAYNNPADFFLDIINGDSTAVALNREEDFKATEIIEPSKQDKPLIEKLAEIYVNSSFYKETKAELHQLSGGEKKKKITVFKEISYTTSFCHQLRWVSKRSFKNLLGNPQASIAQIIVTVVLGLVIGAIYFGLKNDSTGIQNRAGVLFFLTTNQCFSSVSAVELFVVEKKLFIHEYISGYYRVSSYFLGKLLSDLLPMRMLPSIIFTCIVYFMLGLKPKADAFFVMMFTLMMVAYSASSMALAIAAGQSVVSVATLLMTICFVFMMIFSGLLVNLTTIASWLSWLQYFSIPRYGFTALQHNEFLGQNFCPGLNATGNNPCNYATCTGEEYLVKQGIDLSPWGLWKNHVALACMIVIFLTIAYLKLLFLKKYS
#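 Assay system – ABCG2 IgMXP3 and barcoded ABCB1 CCRF-Adr cell mix · Input – 3 million cells/mL in well · Reagent – JC-1 fluorescent substrate · Compound – single test compound dose, 6.6 µM final · Timing – 10 min exposure at 25 °C with rotation, no wash · Detection – flow cytometry of retained JC-1 fluorescence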
# Bcl-W Bim block: inhibitors of Bim-Bcl-W interaction, human | Q92843 | bead-based flow cytometry, Bim peptide-Bcl-W binding | inhibition, % at 10 µM | 190,000 compounds, 0.02% hits | AID 952;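 note: 0% = bound tracer without compound and 100% = peptide blocker; higher means less fluorescent Bim peptide bound to Bcl-W beads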
# Target sequence (Q92843 whole entry, looked up): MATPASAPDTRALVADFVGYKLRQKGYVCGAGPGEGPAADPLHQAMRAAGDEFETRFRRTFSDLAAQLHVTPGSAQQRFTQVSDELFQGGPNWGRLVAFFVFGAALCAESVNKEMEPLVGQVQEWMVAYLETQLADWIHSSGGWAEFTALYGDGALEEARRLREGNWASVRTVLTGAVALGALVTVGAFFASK
# RGS7-Gao reg: human RGS7-Galphao interaction regulation; P09471; Multiplexed bead flow cytometry, RGS7-Galphao binding; actives lie on both sides; binding response (% of control), % at 10 µM; 220,000 compounds, 0.35% hits; AID 1439; in the data active = binding response below about 49% or above about 150%; inconclusive = no clear call, values can overlap the other calls; inactive = in between;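 note: fluorescent Galphao held in activated GDP-AlF4 state binding bead-coupled RGS7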
# RGS8-Gao reg: modulates binding of RGS8 to human Galphao | 220,000 compounds, 0.34% hits | AID 1423 | multiplexed bead flow cytometry; actives lie on both sides | P09471 | response (percent of control binding), % at 10 µM; in the data active = response below about 60% or above about 140%; inactive = in between;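 note: Galphao activated as the GDP aluminium fluoride complex binding bead-coupled RGS8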
# ABCB1 inh: blocks JC-1 efflux by human ABCB1 transporter. CCRF-Adr cells, flow cytometry. P08183. inhibition, % at 6.6 µM. 190,000 compounds, 0.067% hits; in the data active = inhibition above about 40%;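 note: 0% = vehicle and 100% = reference inhibitor; higher value means more JC-1 retained so stronger ABCB1 efflux block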
# Active calls of the source: *; ? = inconclusive; . = not tested or not shown; [ ] = dose if it differs, or a comment. Cut-off read from the data, not from the text of the source, unless noted: active = inhibition above about 40%.
# Fields – Bim-Bcl-B	RGS4-Gao reg	Bim-Mcl-1	Bim-Bcl-XL	Bim-Bfl-1	Bcl-2 Bim block	ABCG2 block	Bcl-W Bim block	RGS7-Gao reg	RGS8-Gao reg	ABCB1 inh
CCC(C)Oc1cccc(C(=O)Nc2ccccc2N2CCOCC2)c1 (stereo not drawn)
    -9.0	105.2	0.0	-3.0	-15.0	-7.0	49.9	0.0	99.6	101.4	5.3
COCCN(C(=O)CCC(=O)Nc1ccccn1)C(C(=O)NC1CCCC1)c1ccc(OC)cc1 (stereo not drawn)
    -7.0	101.6	-6.0	-5.0	-5.0	-11.0	11.5	-9.0	100.5	99.0	0.9
CCCn1c(-c2cccs2)nc2c1c(=O)[nH]c(=O)n2Cc1ccccc1
    -6.0	98.6	-9.0	-5.0	-3.0	-3.0	6.3	-1.0	96.2	101.3	0.6
Cc1ccc(SCCC(=O)NC(C)(C)C)cc1
    0.0	100.2	2.0	-3.0	3.0	3.0	0.3	2.0	102.0	102.4	0.2
CCOC(=O)C(NC(=O)Nc1ccc(C(N)=O)cc1)(c1ccccc1)C(F)(F)F (stereo not drawn)
    -6.0	93.9	-6.0	-7.0	-1.0	-3.0	8.0	-3.0	95.9	96.4	8.6
O=C(CCn1c(=O)oc2ccccc21)n1c(=O)oc2ccccc21
    0.0	99.4	1.0	0.0	-4.0	-1.0	0.5	2.0	99.2	102.3	0.3
Cc1cc(C)c(NC(=O)CSc2nnc(-c3ccco3)n2N)c(C)c1
    -6.0	111.3	-2.0	10.0	-14.0	-7.0	-0.1	-3.0	105.8	107.8	0.0
O=C(CN1C(=O)C2C3C=CC(C3)C2C1=O)Nc1ccc(S(=O)(=O)N2CCCCC2)cc1 (stereo not drawn)
    -1.0	103.0	0.0	-2.0	0.0	3.0	0.3	0.0	99.3	103.5	1.6
Cc1noc(C)c1S(=O)(=O)N1CCC(C(=O)N2CCN(Cc3ccc4c(c3)OCO4)CC2)CC1
    -3.0	100.6	-7.0	-9.0	-5.0	-4.0	1.3	-4.0	102.2	101.9	-0.5
C/C(=N/NC(=O)c1ccc(O)cc1)c1cccc([N+](=O)[O-])c1
    -12.0	100.7	-5.0	-8.0	-9.0	-7.0	28.3	-7.0	97.9	100.3	1.1
CCn1nc(C)c(NC(=O)c2ccc(Cl)cc2)c1C
    -11.0	102.3	-2.0	-4.0	-5.0	-2.0	6.0	-4.0	102.0	101.3	1.3
CCCCC(=O)C1=C(N2CCCC2)CC(C)(C)CC1=O
    -7.0	103.5	-6.0	-8.0	-4.0	-5.0	-0.9	-6.0	104.1	101.3	-0.1
CC(=O)N1CCC(N(CCN2CCOCC2)C(=S)Nc2cc(C)cc(C)c2)CC1
    -4.0	100.4	0.0	-2.0	0.0	2.0	-0.3	0.0	97.4	98.8	-0.3
CC1CCCC(C)N1C(=O)COC(=O)CCc1nc2ccccc2c(=O)[nH]1 (stereo not drawn)
    -1.0	103.5	0.0	-4.0	-1.0	0.0	4.1	0.0	101.4	103.8	0.2
COc1ccc(NC(=S)N(CCO)Cc2ccccc2)cc1
    -15.0	98.1	-1.0	-5.0	-2.0	-4.0	2.2	0.0	?	104.3	0.4

# 3 of the entries above in order of their number in RGS4-Gao reg, ascending.
mol	RGS4-Gao reg
CCOC(=O)C(NC(=O)Nc1ccc(C(N)=O)cc1)(c1ccccc1)C(F)(F)F (stereo not drawn)	93.9
COc1ccc(NC(=S)N(CCO)Cc2ccccc2)cc1	98.1
Cc1cc(C)c(NC(=O)CSc2nnc(-c3ccco3)n2N)c(C)c1	111.3

# Additional records follow.
# Fields – Bim-Bcl-B	RGS4-Gao reg	Bim-Mcl-1	Bim-Bcl-XL	Bim-Bfl-1	Bcl-2 Bim block	ABCG2 block	Bcl-W Bim block	RGS7-Gao reg	RGS8-Gao reg	ABCB1 inh
O=C(NC1CCS(=O)(=O)C1)c1sc2ccccc2c1Cl (stereo not drawn)
    -3.0	96.7	0.0	-3.0	-6.0	-4.0	3.1	-3.0	96.5	104.1	0.8
CC1(C)CC(=O)CC(=O)/C1=N\Nc1c(Cl)cc(Cl)cc1Cl
    -2.0	100.2	0.0	-7.0	-5.0	-7.0	2.6	-2.0	101.2	100.1	0.7
O=CN1CCN(C(=O)COc2ccc(Cl)cc2Br)CC1
    -7.0	93.6	-5.0	-4.0	-11.0	-5.0	5.9	-3.0	94.4	99.5	0.5
Cc1cc(C(=O)OCC(=O)c2cccc([N+](=O)[O-])c2)c2cccc(C)c2n1
    5.0	87.8	3.0	-6.0	0.0	-2.0	1.9	0.0	84.0	92.2	0.2
CCCC12CN3CCN(CC(C3)/C1=N\NC(=O)c1ccccc1Cl)C2
    0.0	102.5	-2.0	-2.0	-3.0	-2.0	4.3	-2.0	102.6	103.2	1.9
O=C(CSc1nnc(-c2ccc3c(c2)OCO3)n1-c1ccccc1)c1ccc(Cl)cc1
    -6.0	102.9	-2.0	-4.0	-2.0	-1.0	-0.9	-2.0	108.1	104.7	-0.3
O=C(Cc1ccccc1)N/N=C/c1ccccc1F
    -5.0	95.1	-1.0	-5.0	-6.0	-8.0	2.2	0.0	98.5	95.0	0.5
CC(C)OC(=O)C(=O)NNc1ccccc1
    .	101.0	.	.	.	?	1.9	.	100.9	105.2	0.6
CN(C)S(=O)(=O)c1ccc(NC(=O)CSc2n[nH]c(=O)n2C2CC2)cc1
    -2.0	104.6	1.0	0.0	-3.0	-1.0	-1.8	-1.0	102.7	101.2	-0.5
COc1ccc(/C=N/NC(=O)Nc2cccc3nsnc23)cc1
    -1.0	104.5	-2.0	-6.0	-1.0	-3.0	-12.2	-2.0	109.4	106.1	-1.2
CC(C)CC(NC(=O)C1CCC(C)CC1)C(=O)N1CCN(c2ccccn2)CC1 (stereo not drawn)
    -3.0	103.5	0.0	-2.0	-5.0	-4.0	0.9	0.0	98.2	102.7	0.9
Cc1cc(C(=O)COC(=O)C2COc3ccccc3O2)c(C)n1CC1CCCO1 (stereo not drawn)
    -7.0	98.0	-2.0	-7.0	-9.0	-11.0	2.9	-3.0	93.8	101.4	0.3
CC(=O)/C(C(=N)N1CCN(C(c2ccccc2)c2ccccc2)CC1)=C(\C)O
    0.0	102.8	-3.0	-3.0	-2.0	-3.0	-0.1	0.0	103.0	102.0	-0.1
CN1C=CC=C/C1=C1\SC(=S)N(Cc2ccccc2)C1=O
    -4.0	99.6	-5.0	-4.0	0.0	-4.0	20.8	-5.0	102.1	102.8	0.7
CC(C)CC(NC(=O)c1ccccc1)C(=O)OCC(=O)Nc1ccc(Br)cn1 (stereo not drawn)
    -5.0	137.2	0.0	-1.0	-14.0	-9.0	22.7	0.0	237.9*[activator]	91.6	1.0
O=C(CN(Cc1cccs1)C(=O)CNS(=O)(=O)c1ccccc1)NC1CCCC1
    0.0	99.9	3.0	-2.0	-3.0	0.0	1.3	0.0	105.6	101.6	0.2
CCCc1cc(=O)[nH]c(-n2[nH]c3c(c2=O)CCCC3)n1
    0.0	99.0	-2.0	0.0	-1.0	0.0	0.6	1.0	96.9	100.3	0.2
COCCCC1CCN(C(=O)CCc2nnc(CCCCc3ccccc3)o2)CC1
    -4.0	98.5	-6.0	0.0	-7.0	-3.0	0.2	-1.0	99.4	100.3	0.4
CC(O)CNc1nc(Cl)c(C#N)s1 (stereo not drawn)
    -5.0	109.9	-3.0	0.0	-4.0	-3.0	0.0	0.0	?	110.6	0.5
O=c1ccnc(NCCc2ccccc2)[nH]1
    2.0	93.3	0.0	-4.0	2.0	-1.0	1.2	3.0	94.3	86.1	0.2
CNC(=O)NC1CCCc2ccccc21 (stereo not drawn)
    -2.0	99.2	-2.0	-4.0	0.0	0.0	2.5	-3.0	100.8	102.4	0.3
N=c1nc(SCCC(=O)O)ss1
    -8.0	97.6	12.0	-9.0	-8.0	-7.0	1.0	1.0	98.6	99.2	0.4
CCc1cccc(CC)c1NC(=O)C1SC(=Nc2ccccc2C)C(c2nc3ccccc3s2)=C1N (stereo not drawn)
    0.0	97.8	0.0	0.0	-9.0	-3.0	-0.9	0.0	96.1	101.0	-0.3
N#Cc1nc(Cc2cccc3ccccc23)oc1NCC1CCCO1 (stereo not drawn)
    0.0	94.1	0.0	0.0	0.0	-1.0	7.8	-2.0	92.5	94.0	2.0
CCOC(=O)N1CCC(NC(=O)c2cc3c(-c4ccccc4F)nn(C)c3s2)CC1
    -3.0	99.6	2.0	-5.0	-4.0	-3.0	4.0	3.0	102.8	103.8	2.2
CC(C)(C)OC(=O)NCCCC[C@H](NC(=O)c1nc[nH]c1C(=O)NCc1ccccc1)C(=O)OC(C)(C)C
    0.0	105.3	-1.0	1.0	-4.0	0.0	15.9	0.0	106.7	103.9	4.4
Cc1ccc(S(=O)(=O)NCCNC(=O)N2CCOCC2)cc1
    -8.0	105.8	4.0	0.0	-8.0	-1.0	5.3	4.0	104.5	108.9	0.2
COC(=O)c1cn(NC(=O)Cc2ccccc2OC)c(=O)c2ccccc12
    -2.0	100.4	-2.0	-1.0	-4.0	0.0	2.0	-2.0	97.8	99.3	0.8
Cc1ccc(Cl)cc1N1CCN(C(=O)C2CCN(S(=O)(=O)c3c(C)nn(C)c3C)CC2)CC1
    -3.0	98.7	0.0	-1.0	0.0	-1.0	6.0	-1.0	101.5	99.8	1.9
CN(C(=O)COc1ccccc1C(=O)NCCOc1ccccc1)c1ccccc1
    -5.0	95.9	-8.0	-5.0	-3.0	-4.0	12.9	-8.0	97.1	99.8	2.4
COCc1c(C(=O)N2CCN(c3ccc(C(F)(F)F)cn3)CC2)oc2ccccc12
    -2.0	98.9	-2.0	-1.0	-1.0	-3.0	1.3	-3.0	102.2	101.0	0.3
CN(C)c1ccc(CNCCC2(O)CCOC(C)(C)C2)cc1 (stereo not drawn)
    1.0	99.6	2.0	-1.0	-1.0	-1.0	-1.4	1.0	99.2	103.7	-2.5
CC1C/C(=N\Nc2ccc(S(N)(=O)=O)cc2[N+](=O)[O-])CC(C)(C)C1 (stereo not drawn)
    -3.0	103.1	-1.0	1.0	-1.0	-3.0	1.0	1.0	104.7	105.8	0.2
N=c1n(CCO)c2ccccc2n1Cc1ccc(Cl)cc1
    -3.0	95.7	-4.0	-4.0	-3.0	-5.0	1.1	-4.0	96.5	97.0	0.4
C=CCSc1nc2sc3c(c2c(=O)[nH]1)CCC3
    -3.0	98.6	-2.0	-6.0	-5.0	-1.0	2.0	0.0	96.1	102.8	0.3
O=C(C1CC(c2ccc(F)cc2)=NO1)N1CCCc2ccccc21 (stereo not drawn)
    -4.0	99.5	-5.0	-3.0	-2.0	-7.0	3.2	-2.0	97.1	103.3	0.5
Cc1ccc(S(=O)(=O)/N=C2\SC(CC(=O)Nc3ccc(F)cc3)C(=O)N2c2ccccc2)cc1 (stereo not drawn)
    -1.0	83.6	-2.0	-5.0	0.0	1.0	-0.1	0.0	93.3	93.5	-0.6
CCOC(=O)N1CCN(c2c(NCCc3ccc(OC)c(OC)c3)c(=O)c2=O)CC1
    -6.0	97.8	0.0	-3.0	-9.0	-6.0	-0.7	0.0	95.4	98.5	-2.2
CCOC(=S)SCC(=O)Nc1nc(-c2ccccc2)cs1
    -6.0	104.4	-8.0	-5.0	-7.0	-6.0	1.7	-4.0	104.2	106.1	0.0
